# Compound activity from PubChem BioAssay.
# TEAD-YAP block: TEAD-YAP interaction inhibition. HEK-TIYL cells, TEAD-Gal4/YAP UAS-luciferase luminescence. inhibition, % at 9.12 µM. actives 1.4% (n = 640,000). AID 1259422; in the data active = inhibition above about 32%;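 also: 0% = median of test compound wells and 100% = reference inhibitor wells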
# MITF inh: human MITF inhibition, primary screen. AlphaScreen MITF homodimerization, bead proximity signal. actives 0.91% (n = 650,000). inhibition, % at 2.6 µM. O75030; in the data active = inhibition above about 50%;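 also: 0% = vehicle wells with protein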
# Target sequence (O75030 whole entry, looked up): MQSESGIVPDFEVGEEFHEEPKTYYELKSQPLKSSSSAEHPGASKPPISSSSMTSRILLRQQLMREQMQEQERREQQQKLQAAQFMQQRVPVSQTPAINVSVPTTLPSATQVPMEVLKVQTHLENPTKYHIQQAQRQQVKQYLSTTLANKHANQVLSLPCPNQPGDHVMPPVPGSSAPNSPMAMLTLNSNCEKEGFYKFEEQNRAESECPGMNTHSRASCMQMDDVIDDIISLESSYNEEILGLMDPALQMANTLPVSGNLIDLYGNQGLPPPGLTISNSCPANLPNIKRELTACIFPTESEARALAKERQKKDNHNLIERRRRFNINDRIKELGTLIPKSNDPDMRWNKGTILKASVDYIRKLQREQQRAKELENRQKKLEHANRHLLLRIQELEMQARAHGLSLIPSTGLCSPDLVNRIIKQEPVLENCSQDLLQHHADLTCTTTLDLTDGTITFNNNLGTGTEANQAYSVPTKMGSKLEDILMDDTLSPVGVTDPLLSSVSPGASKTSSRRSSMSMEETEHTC
# GPR151 ag: human GPR151 activation | Q8TDV0 | PathHunter beta-arrestin GPR151 cells, luminescence | activation, % at 11.2 µM | actives 1% (n = 650,000) | AID 1508602; in the data active = activation above about 4.9%;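 also: 0% = median of compound wells and 100% = cells with positive control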
# Target sequence (Q8TDV0 whole entry, looked up): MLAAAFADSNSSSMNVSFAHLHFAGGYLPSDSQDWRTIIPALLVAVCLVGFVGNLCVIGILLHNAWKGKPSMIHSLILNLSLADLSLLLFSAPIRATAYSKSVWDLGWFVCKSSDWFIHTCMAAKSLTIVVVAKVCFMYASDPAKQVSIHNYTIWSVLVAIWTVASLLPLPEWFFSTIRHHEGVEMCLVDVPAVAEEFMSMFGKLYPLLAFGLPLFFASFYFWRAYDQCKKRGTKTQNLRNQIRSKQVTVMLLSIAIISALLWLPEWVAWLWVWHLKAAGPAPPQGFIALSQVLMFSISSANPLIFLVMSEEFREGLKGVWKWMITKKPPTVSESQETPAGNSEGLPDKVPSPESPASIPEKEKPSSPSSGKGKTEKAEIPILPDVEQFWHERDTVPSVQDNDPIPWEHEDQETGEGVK
# FBW7 activator: activators of human E3 ligase FBW7; Q969H0; AlphaScreen FBW7–phospho-cyclin E peptide binding, activator screen; normalized activity (activation), % at 26.1 µM; actives 0.13% (n = 650,000); AID 1259310; in the data active = normalized activity above about 1.9%;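 also: purified mutant Fbw7 with reduced substrate affinity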
# Active calls of the source: *; & = joins results of further samples.
# The opening 4 compounds as a preview:
structure,TEAD-YAP block,MITF inh,GPR151 ag,FBW7 activator
O=c1nc(SCc2c(F)cccc2Cl)c2c([nH]1)CCC2,-8,14,0.6,0.2
O=C(O)CN1C(=O)c2ccc(Br)cc2C1=O,-2,9,-0.1,0.1
Cc1ccc(C(=O)N/N=C/c2c[nH]c3ccccc23)o1,-24,15,-1.1,1.4
COc1cc2c(cc1/C=C1\SC(=S)N(C)C1=O)OCO2,2,4,-1.3,0.1

# Results, repeating the preview:
structure,TEAD-YAP block,MITF inh,GPR151 ag,FBW7 activator
O=c1nc(SCc2c(F)cccc2Cl)c2c([nH]1)CCC2,-8,14,0.6,0.2
O=C(O)CN1C(=O)c2ccc(Br)cc2C1=O,-2,9,-0.1,0.1
Cc1ccc(C(=O)N/N=C/c2c[nH]c3ccccc23)o1,-24,15,-1.1,1.4
COc1cc2c(cc1/C=C1\SC(=S)N(C)C1=O)OCO2,2,4,-1.3,0.1
COc1ccc(OC)c(N(CC(=O)Nc2cc(Cl)cc(Cl)c2)S(C)(=O)=O)c1,-2,-3,1.8,0.0
CCN=C(NS(=O)(=O)c1ccc(Br)cc1)c1ccccc1,-3,-4,-0.1,0.1
CC(C)n1cnc2c(NCCCN3CCCC3=O)nc(Nc3ccc4ncccc4c3)nc21,-10,14,-0.8,0.8
CC1=C(C(=O)Nc2ccccc2)C(c2ccccc2)C(C#N)=C(SCC(=O)Nc2ccc(F)cc2)N1 (stereo unspecified),-3,-24,1.0,0.0
C=CCN(CC=C)c1nc(N)c2c(N)nc3c(c2c1C#N)CC(=O)N3CCC1=CCCCC1,18,19,-0.3,-0.4
O=C(c1cccc(-n2cnnn2)c1)N1CCCc2ccccc21,2,0,0.6,0.6
CC(=O)N(C)C1CC(C)(C)NC(C)(C)C1,3,0,-0.9,0.0
CCn1cc(C(=O)OC)c(=O)c2cc(S(=O)(=O)N3CCCCCC3)ccc21,4,10,1.3,0.0
Cc1ccc(Cl)cc1N1CCN(C(=S)Nc2ccc(S(N)(=O)=O)cc2)CC1,-1,-5,0.0,0.0
COc1ccccc1-n1c(COc2ccccc2C)nnc1SCC(=O)O,9,1,1.0,0.2
Cn1ccnc1C1(O)CCN(CC(=O)Nc2ccc(F)cc2)CC1,-4,13,-0.7,0.0
CC(C)N1CCC(N2CCN(Cc3cc4ccccc4o3)CC2CCO)CC1 (stereo unspecified),8,-1,0.3,0.1
NCCCCCc1nc2ccccc2[nH]1,-2,9,-1.4,0.1
CNC(=O)CN(c1ccccc1OC)S(=O)(=O)c1ccc(C)cc1,-8,-6,-1.7,-0.1
COc1ccc(OC)c(NC(=O)COc2ccc(S(=O)(=O)NC(C)C)cc2)c1,-8,-2,-1.3,-0.2
COc1ccc(-c2cncc3ccc(C(=O)NCc4ccccc4)nc23)cc1,68*,-7,-1.2,-0.1
COc1ccc(CN2CCN(C3CCCC(C)C3)CC2)c(OC)c1OC (stereo unspecified),-6,54*,2.5,0.0
COc1ccccc1-n1cc(CN2CCN3C(=O)[C@H](Cc4cnc[nH]4)NC(=O)[C@H]3C2)cn1,1,5,-0.3,0.1
O=C(Nc1cccc(Cl)c1)Nc1ncnc2nc[nH]c12,-30,5,0.9,0.0
COC(=O)c1cc(NS(=O)(=O)Cc2ccccc2)cc(C(=O)OC)c1,-3,2,2.7,0.0
Cc1cc(C)c2nc3s/c(=C/c4ccccc4Cl)c(=O)n3c2c1,12,7,1.5,0.0
c1ccc2c(c1)C(N1CCOCC1)c1cccn1-2 (stereo unspecified),-5,12,0.2,0.4
CCOC(=O)C1=C(C)NC2=C(C(=O)C(C(=O)OC)C(C)C2)C1c1ccc(F)cc1 (stereo unspecified),-7,7,-2.0,1.3
COC(=O)c1ccc2c(=O)[nH]c(CSc3nnc(-c4ccccc4)n3C)nc2c1,-1,-16,-0.8,0.2
CCN(CC)CCNC(=O)c1nn(-c2cc(OC)cc(OC)c2)c(=O)c2ccccc12,12,2,0.4,-0.1
O=C(Nc1ccnn1C1CCN(C(=O)c2cc3ccccc3o2)CC1)C1CC1,11,0,1.8,-0.1

# Reformatted: four of the compounds above
> c1ccc2c(c1)C(N1CCOCC1)c1cccn1-2 (stereo unspecified)
  TEAD-YAP block: -5 | MITF inh: 12 | GPR151 ag: 0.2 | FBW7 activator: 0.4

> O=C(Nc1cccc(Cl)c1)Nc1ncnc2nc[nH]c12
  TEAD-YAP block: -30 | MITF inh: 5 | GPR151 ag: 0.9 | FBW7 activator: 0.0

> COc1ccc(-c2cncc3ccc(C(=O)NCc4ccccc4)nc23)cc1
  TEAD-YAP block: 68* | MITF inh: -7 | GPR151 ag: -1.2 | FBW7 activator: -0.1

> CCN(CC)CCNC(=O)c1nn(-c2cc(OC)cc(OC)c2)c(=O)c2ccccc12
  TEAD-YAP block: 12 | MITF inh: 2 | GPR151 ag: 0.4 | FBW7 activator: -0.1

# Further compounds:
structure,TEAD-YAP block,MITF inh,GPR151 ag,FBW7 activator
CC(C)CSc1nc2ccccc2[nH]1,-38,-1,-0.8,-0.1
NC(=O)Nc1ccc(C(=O)OCC(=O)Nc2ccc(Oc3ccccc3)cc2)cc1,-12,2,-0.1,0.1
COc1ccc(CCNC(=O)CCCn2c(SCc3cc(=O)n4ccccc4n3)nc3ccccc3c2=O)cc1OC,0,3,0.3,0.2
COc1cc2[nH]cc(S(=O)(=O)c3ccc(C)cc3)c(=O)c2cc1OC,11,1,-0.9,0.0
CC(C)(C)C1CCC(C(=O)OCC(=O)Nc2ccc(C(N)=O)cc2)CC1 (stereo unspecified),3,27,-0.6,0.2
O=C(CCC1(Cc2ccco2)CCC(=O)N1)NC(c1cccnc1)C(F)(F)F (stereo unspecified),-17,-1,0.3,0.0
Cc1ccc(CC(=O)Nc2nnc(C)s2)cc1,-2,-12,0.2,0.1
CCCCC1CN(CCNC(=O)CSC)Cc2ccccc2O1 (stereo unspecified),2,-3,0.2,0.0
O=C(N/N=C/c1ccncc1)c1ccccc1OCc1ccccc1,1,8,-0.1,-0.1
O=[N+]([O-])c1cccc(NN=C2CCCC2)c1,5,18,-0.5,0.7
O=C(Cc1ccc(F)cc1)N1CC[C@@H]2[C@H](CCCN2C(=O)C2=CCCC2)C1,6,14,-0.7,0.0
O=C(Oc1ccccc1)N1CCN(c2ccc(F)cc2)CC1,-1,-1,0.9,-0.1
CCOc1ccc(NC(=O)N2CCN(c3ccc(OC)cc3)CC2)cc1,3,-10,-0.1,-0.2
CCOC(=O)N1CCN(C(=O)c2c(-c3c(Cl)cccc3Cl)noc2C)CC1,7,-3,0.0,0.0
CCOc1ccccc1CN1CCNC(=O)C1CC(=O)NCc1c(C)nn(CC)c1C (stereo unspecified),6,-6,-0.4,-0.2
COc1ccc(N(CC(=O)NCC2CCCO2)S(=O)(=O)c2ccccc2)cc1 (stereo unspecified),-6,-8,-1.7,-0.2
COc1ccc(-c2nn(-c3ccccc3)cc2C(=O)O)cc1[N+](=O)[O-],7,8,-0.5,0.3
CC(=O)c1ccc(-c2cccs2)s1,-7,1,0.6,0.3
N#CC1=C(N)SC(N)=C(C#N)C1c1cccc(Cl)c1,8,13,-2.0,0.1
CN1CCN(Cc2cccc(-c3ccco3)c2)CC1CCO (stereo unspecified),-7,-11,-0.3,-0.1
O=C(Nc1ccc(F)c(Cl)c1)c1cccc(C(=O)Nc2ccc(F)c(Cl)c2)c1,6,0,3.0,-0.1
Cn1c(C(C#N)C(=O)c2cccs2)nc2ccccc21 (stereo unspecified),-46,24,-4.9,0.4
O=c1oc(-c2ccccc2NS(=O)c2ccc3ccccc3c2)nc2ccccc12 (stereo unspecified),-1,-3,1.2,-0.1
O=S(=O)(NCc1ccco1)c1cccc(Nc2ncnc3sccc23)c1,-2,1,-1.3,-0.2
CCCCCOC(=O)C1=C(C)NC2=C(C(=O)CC(C)(C)C2)C1c1ccc(O)c([N+](=O)[O-])c1 (stereo unspecified),1,2,-0.3,-0.1
Cc1cc(C)nc(-n2nc(C)cc2Nc2ccccc2)n1,12,6,-1.7&0.2,-0.1
O=C(Nc1cccc(Cl)c1Cl)c1cc(S(=O)(=O)NCCc2ccccc2)ccc1F,5,15,0.7,0.3
Cc1ccc(-c2ccc(=O)n(CC(=O)NCCN3CCCC3)n2)cc1,2,-2,0.9,0.0
Cc1nc2ncccc2c(=O)n1-c1cccc(NC(=O)C2CCCC2)c1,-8,-33,-0.5,0.0
O=C(Nc1ccc2c(c1)OCO2)C1CC12CCN(Cc1cccn1-c1ncccn1)CC2 (stereo unspecified),1,-5,-0.1,-0.1
CCCOC(=O)c1ccc(NC(=O)C2CCCO2)cc1 (stereo unspecified),-52,12,0.7,0.3
O=C(CCc1ccccc1)Nc1c[nH]c(=O)[nH]c1=O,5,4,0.1,0.2
Cc1c(/C=N/NC(=O)CCc2ccc(S(=O)(=O)N3CCOCC3)cc2)cc(C#N)n1C,4,6,1.6,0.0
COc1cc(CNCc2ccccn2)cc(OC)c1,-25,49,-2.5,0.4
COc1ccc(/C=C2/SC(=N)N(c3ccccc3OC)C2=O)cc1,3,-2,-1.0,-0.1
COC(=O)Nc1ccc(S(=O)(=O)Nc2ccc(C(=O)O)cc2)cc1,12,9,-1.4,0.2
Cc1ccc(-c2nc3ncccc3o2)cc1NC(=O)c1ccco1,-5,11,-0.1,0.0
COc1ccc2cc(C(=O)O)c(=O)[nH]c2c1,1,2,-1.1,-0.1
O=C(O)/C=C/c1cccc(-c2cnn3ccc(NCc4cccnc4)nc23)c1,-9,11,-0.2,0.1
COc1ccc(C2Nc3ccccc3NC3=C2C(=O)CC(c2cccc([N+](=O)[O-])c2)C3)cc1 (stereo unspecified),-4,8,-0.1,0.7
CCOC(=O)c1nn(-c2sc(C(=O)OC)c(C)c2C(=O)OC)cc1O,-6,0,-0.4,0.0
CCc1ccc(OCC(O)CN(CCO)CCO)cc1 (stereo unspecified),-2,-4,-0.3,-0.1
COc1cccc(NC(=O)c2oc3ccc4c(c3c2C)C(=O)CC(C)(C)O4)c1,92*,6,-11,0.0
COc1ccccc1OCC(=O)Nc1cccc(-c2nc3ccccc3o2)c1,-12,-3,0.1,0.0
COc1ccccc1Nc1nc2ccccc2nc1NS(=O)(=O)c1cccs1,-4,16,-0.7,0.5
O=C(NN=C1C2CC3CC1CC(O)(C3)C2)c1ccccn1,-70,-4,-0.8,-0.5
Cc1cc(C)n2nc(S(=O)(=O)Nc3ccccc3Cl)nc2n1,7,28,-0.7,0.1
CN(CC(=O)Nc1nc2ccccc2s1)S(=O)(=O)c1ccccc1,-27,-3,-1.3,0.0
CN1CCN(CCNC(=O)c2ccnc(-n3ncc4cc(Nc5cccc(F)c5)ccc43)c2)CC1,9,4,2.8,0.1
O=C1CCCc2c1no[n+]2[O-],-2,9,0.8,0.0
CC(C)(C)NC(=O)/C(=C1\Nc2ccc([N+](=O)[O-])cc2N1)[N+](=O)[O-],1,8,4.4,0.2
COCCn1nnnc1C(C(C)C)N1CCN(c2ccc(OC)cc2)CC1 (stereo unspecified),2,5,-0.3,0.0
c1ccc(CCc2nnc3sc(-c4ccccc4)nn23)cc1,1,-5,-1.2,0.1
Nc1nnnn1CC(=O)OCC(=O)c1ccccc1,-5,7,2.6,0.5
Cn1ncc2c(NCCCc3ccccc3)ncnc21,-17,-6,0.6,-0.4
Cc1ccc(NC(=O)CSc2nc3ccccc3c(=O)n2Cc2ccc3c(c2)OCO3)cc1Cl,13,5,1.6,0.2
COC(=O)c1ccc(CSc2nnc(-c3c[nH]c4ccccc34)n2C)o1,7,14,1.8,0.8
C=CCc1cccc2cc(C(=O)Nc3cccc(O)c3)c(=O)oc12,58*,19,-0.7,0.3
CCCn1c(N/N=C/c2cccnc2)nc2c1c(=O)[nH]c(=O)n2C,1,16,2.7,0.4
CCOC(=O)C1=C(C)N=c2s/c(=C\c3cccc([N+](=O)[O-])c3)c(=O)n2C1c1ccccc1OC (stereo unspecified),-1,3,-1.7,0.1

# (cont.)
structure,TEAD-YAP block,MITF inh,GPR151 ag,FBW7 activator
O=C(Nc1ccc(I)cc1F)c1ccc(F)cc1,-70,8,-0.4,0.1
Cc1ccc(-c2nnc(Nc3ccc(S(N)(=O)=O)cc3)c3ccccc23)cc1S(=O)(=O)NC(C)(C)C,5,11,-1.2,0.0
Clc1ccc(OCc2nn3c(-c4ccncc4)nnc3s2)cc1,16,4,0.9,-0.6
COc1ccc(NC(=O)CSc2ccc(-c3ccco3)nn2)cc1,5,2,-0.2,0.0
O=C(Nc1ccc2c(c1)CCCN2C(=O)c1ccccc1)NC1CCCCC1,1,2,0.0,0.0
COc1cc(C2=N/C(=C\c3cccc(OC(C)=O)c3)C(=O)O2)cc(OC)c1OC,-1,-1,-0.1,-0.1
COc1ccccc1OCCCC(=O)Nc1sc2c(c1C(N)=O)CCC(C)C2 (stereo unspecified),5,14,-0.7,-0.2
CC1=C(c2ccc(Cl)cc2)[N+](=O)C(C)(C)N1[O-],2,-5,0.1,0.0
O=c1[nH]c(Cc2ccccc2)nc2ccccc12,3,6,-1.2,0.5
CC(=O)Nc1ccc(N2C(=O)CC(N3CCN(c4ccccn4)CC3)C2=O)cc1 (stereo unspecified),-4,-6,-0.5,0.1
